# L929 necroptosis: blocks zVAD induced death of L929 cells; AID 1377; L929 zVAD necroptosis rescue, ATP luminescence, 24 h; with zVAD 60 µM; viability rescue, % at 10 µM; 220,000 tested, 0.38% active;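 active = activation, scaled between plate controls, above about 75%, limit read from the data; inactive = activation under that limit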;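 note: 0% = zVAD with DMSO and 100% = DMSO alone without zVAD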
# MDM2 E3 inh: Mdm2 E3 ligase (human) inhibition; Q00987; cell-based MDM2 ubiquitination luciferase reporter, 2 h; 0 = plate control, 100 = twice control, blank-subtracted; signal enhancement, % at 5 µM; 210,000 tested, 0.11% active; AID 1230;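 active = signal enhancement of 30% or more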;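 note: luminescence tracks abundance of the self-degrading MDM2-luciferase fusion protein; higher signal means inhibition of MDM2 E3 ligase activity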
# Target sequence (Q00987 whole entry, looked up, the tested form may be a part): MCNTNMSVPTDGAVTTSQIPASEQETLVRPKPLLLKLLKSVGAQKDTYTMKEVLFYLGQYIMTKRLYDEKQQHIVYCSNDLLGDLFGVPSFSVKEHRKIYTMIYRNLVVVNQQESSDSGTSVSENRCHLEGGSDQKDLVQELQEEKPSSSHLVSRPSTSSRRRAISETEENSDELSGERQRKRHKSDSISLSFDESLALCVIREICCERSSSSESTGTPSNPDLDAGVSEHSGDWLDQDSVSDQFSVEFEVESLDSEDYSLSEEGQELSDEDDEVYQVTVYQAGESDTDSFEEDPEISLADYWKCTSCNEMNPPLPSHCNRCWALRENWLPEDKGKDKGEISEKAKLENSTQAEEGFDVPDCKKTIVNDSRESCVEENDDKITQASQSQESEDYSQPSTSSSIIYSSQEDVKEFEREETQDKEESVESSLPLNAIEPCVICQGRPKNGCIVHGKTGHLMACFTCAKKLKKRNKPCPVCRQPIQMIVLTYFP
#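 System: stable MDM2–luciferase fusion reporter cells / Input: 2000 cells seeded into each well / Schedule: 4 h settle plus 2 h compound, 37 °C / Compound: single-point 5 µM / Buffer or medium: cells held in DMEM / Benchmarks: control and blank well means / Evaluation: percent signal gain over controls, blank-subtracted / Measured by: luciferase luminescence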
# m-calpain inh: calpain II (pig) inhibition; 220,000 tested, 0.37% active; purified calpain II, fluorogenic peptide substrate, 30 min; inhibition, % at 16 µM; AID 1236;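 active = inhibition above about 50%, limit read from the data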
# EBV gp42 inh: blocks Epstein-Barr virus glycoprotein 42 binding. inhibition, % (tested at 21.74 µM). 220,000 tested, 0.42% active. Fluorescence polarization binding assay, mP read-out. Q1HVG2. AID 1085; in the data active = inhibition above about 50%
# Target sequence (Q1HVG2 whole entry, looked up): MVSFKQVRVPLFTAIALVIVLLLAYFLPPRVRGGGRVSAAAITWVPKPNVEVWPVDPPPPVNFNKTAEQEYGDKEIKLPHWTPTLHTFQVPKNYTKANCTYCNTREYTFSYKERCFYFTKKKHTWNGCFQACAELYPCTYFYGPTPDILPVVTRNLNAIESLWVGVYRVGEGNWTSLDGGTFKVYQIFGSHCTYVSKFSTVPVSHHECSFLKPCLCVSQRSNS
# eIF4E-4G inh: eIF4E/eIF4G interaction inhibition in translation initiation; inhibition, % at 21.7 µM; TR-FRET eIF4E-eIF4GI(517-606) binding, 2 h; 220,000 tested, 0.37% active; P63073+Q04637;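 active = inhibition above about 30%, limit read from the data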;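 note: 0% = full FRET control wells and 100% = background wells lacking eIF4GI fragment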
# PERK inhibitor: inhibitors of human PERK kinase; Q9NZJ5; CHO PERK-DD fusion, SEAP luminescence translation reporter; inhibition, % at 5.6 µM; 220,000 tested, 0.17% active; AID 1416;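 active = inhibition above the mean inhibition of all tested compounds plus 3 SD, set separately per screening campaign, cut at about 2.9% in these data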;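 note: PERK kinase domain activated by AP20187 dimerizer at 100 nM; 0% = DMSO with dimerizer and 100% = rapamycin at 8.4 µM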
# Rad51 HR inh: Rad51 (human) homologous recombination inhibition; Q06609; hRad51 DNA strand exchange, fluorescence dequenching; inhibition, % at 10 µM; 200,000 tested, 0.085% active;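 active = inhibition above 40% at the single screening dose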;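 note: 0% = DMSO control wells and 100% = blanks with heterologous ssDNA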
# Target sequence (Q06609 whole entry, looked up): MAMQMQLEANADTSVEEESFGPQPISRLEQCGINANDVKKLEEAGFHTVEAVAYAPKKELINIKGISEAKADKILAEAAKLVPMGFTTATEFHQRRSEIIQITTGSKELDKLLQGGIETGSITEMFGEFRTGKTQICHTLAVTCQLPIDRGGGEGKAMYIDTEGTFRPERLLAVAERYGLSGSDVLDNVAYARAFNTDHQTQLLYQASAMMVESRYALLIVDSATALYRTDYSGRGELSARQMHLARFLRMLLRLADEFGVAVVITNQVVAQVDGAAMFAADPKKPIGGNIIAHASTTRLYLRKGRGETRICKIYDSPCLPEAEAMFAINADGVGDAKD
#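 Material: hRad51 filaments on single-stranded DNA; Reagent: Donor/quencher-labelled 47-bp dsDNA substrate; Compound: 10 µM final, single point; Schedule: 37 °C 15-min filament assembly, 30-min compound preincubation, 15-min exchange; Technique: FRET fluorescence, excitation 485 nm, emission 520 nm; Benchmarks: control wells and blank wells on each plate.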
# TNF death inh: inhibitors of TNF-alpha induced necroptosis in Jurkat FADD-/- cells; Jurkat FADD-/- TNF necroptosis rescue, ATP luminescence, 24 h; 0 = TNF only, 100 = no-TNF cells; activation (protection from cell death), % at 10 µM; AID 463075; 220,000 tested, 0.068% active;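 active = activation, meaning protection from cell death, of at least 50% relative to plate controls; inactive = activation below 50%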;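 note: necroptosis triggered by 40 ng/mL TNF-alpha added together with compound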
# KCC2 mod: KCC2 (human) Cl- transport modulation; B-score of Tl+ flux slope (higher = more flux/activation; lower = inhibition) at 10 µM; KCC2 cells, thallium flux FluoZin-2 fluorescence; 190,000 tested, 2.2% active;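 active = thallium flux slope and its plate-corrected score both differing from the plate sample mean at a set confidence after two filtering rounds, in either direction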;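 note: slope of fluorescence scaled to starting intensity during 10 to 20 s after thallium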
# * = called active by the depositor; x = no result given; [ ] = another dose, or the depositor's remark.
structure	L929 necroptosis	MDM2 E3 inh	m-calpain inh	EBV gp42 inh	eIF4E-4G inh	PERK inhibitor	Rad51 HR inh	TNF death inh	KCC2 mod
COc1ccc(CNC(=O)C(=O)NCC(c2ccco2)N2CCOCC2)cc1 (stereo unspecified)	0.5	x	19.0	-5.7	8.9[fluorescence artefact?]	0.2	x	1.8	-0.422
Cc1ccc(NC(=O)c2ccco2)c(NC(=O)c2cccs2)c1	0.1	-10.3	14.5	-12.3	3.2	0.4	-5.1	-0.2	-0.485
Cc1ccc(NC2=NC(c3ccc(O)cc3)n3c(nc(C)cc3=O)N2)cc1 (stereo unspecified)	0.1	-10.8	-52.1	-2.8	-10.4	-0.2	3.6	-1.4	0.44
CCN(CC)S(=O)(=O)c1cccc(C(=O)Nc2ccccc2C(=O)N2CCOCC2)c1	-0.4	-6.5	24.0	-10.8	1.1	0.2	6.3	0.8	-0.0306
Cc1cc(C(=O)COc2cccnc2[N+](=O)[O-])c(C)n1Cc1cccs1	0.0	-0.4	-26.0	8.9	-0.4	1.8	-3.4	-0.6	0.0706
Cc1ccc(NC(NC(=O)c2cccs2)C(Cl)(Cl)Cl)cc1 (stereo unspecified)	0.2	-6.0	20.3	-2.9	-3.7[fluorescence artefact?]	0.6	3.6	-3.8	x
Cc1cc(C2=NNC(=NC3CCCCC3)SC2)c(C)n1-c1c(C)n(C)n(-c2ccccc2)c1=O	0.4	-11.4	-45.5	-3.5	-1.8	0.4	-0.4	3.1	-0.281
COc1cc(OC)c(NC(=O)c2ccc(Br)o2)cc1Cl	71.2	-4.2	6.9	-10.8	7.0	1.1	-2.9	-11.7	-1.16
COC(=O)CSC1=C(C#N)C(=O)NC2(CCCCC2)S1	0.0	-13.5	7.4	3.9	1.7	1.2	6.4	2.0	0.332
CCc1ccccc1NC(=O)CSC1=C(C#N)C(c2ccc3c(c2)OCO3)C2=C(CCCC2=O)N1 (stereo unspecified)	-0.3	-21.1	-43.2	-3.5	10.0	-0.5	4.9	-3.8	-0.973
O=C(NC1=NCCS1)NC12CC3CC(CC(C3)C1)C2	0.6	-37.8	1.8	-4.2	1.5	0.3	-3.9	-1.1	0.0156
COC(=O)Cn1c(O)c(N=NC(=O)c2ccc3c(c2)OCO3)c2ccccc21	3.0	-17.1	-40.8	8.6	-2.9	0.4	6.1	0.4	1.67
S=c1sc(SCCOc2ccccc2)nn1-c1ccccc1	1.6	-7.4	20.7	-17.5	1.4	0.6	-5.6	2.5	-0.0433
COc1ccc(NC(=O)CCc2nc(-c3ccc(C)cc3)no2)c(OC)c1	0.2	-7.5	17.6	-6.2	5.0	1.3	8.3	-2.1	-0.303
Cc1ccc(NC(=O)CNc2ccccc2CN(C)C2CCCCC2)cc1	-0.3	-14.1	44.1	-7.4	2.2	-0.6	-8.4	3.7	0.138
CCn1c(Cc2cccn2C)nnc1SCC(=O)c1ccc(C)cc1	0.3	5.2	12.9	-14.7	-2.5	-0.8	-3.9	-6.4	0.221
CCN1CCN(CC(=O)Nc2ccc(Cl)c(S(=O)(=O)N(C)C)c2)CC1	0.5	5.7	-25.8	-11.8	-1.4	0.4	5.0	1.9	0.514
CSc1c(CC(=O)Nc2ccccc2C(F)(F)F)n(Cc2ccccc2)c2ccccc12	0.7	-7.9	15.0	5.9	0.6	0.2	1.6	4.2	-0.0315
COCCNC(=O)/C(C#N)=C/c1ccc(C)o1	18.9	15.3	-15.8	-11.8	1.4	1.3	3.0	0.7	0.0332
CCOC(=O)CSc1nnc(COc2cccc(C)c2)o1	0.9	-0.3	-5.2	6.2	-1.9	1.0	7.6	1.7	x
Cc1ccc(S(=O)(=O)CCc2nc3ccccc3[nH]2)cc1	14.9	-0.6	-217.9	6.8	-0.2	0.6	-7.7	2.8	0.484
O=C(c1cccnc1)N1CCN(S(=O)(=O)c2ccc(S(=O)(=O)N3CCCC3)cc2)CC1	0.7	-17.5	-45.4	4.8	-5.9	1.3	-3.7	1.2	0.624
CCCN(Cc1cc2cccc(C)c2[nH]c1=O)C(=O)c1cccc(OC)c1	-0.9	x	x	x	x	-1.3	-12.5	-0.6	-0.728
Cc1ccc2[nH]c(O)c(N=Nc3nc4ccccc4s3)c2c1	0.1	x	-20.1	13.6	-10.3	-0.4	x	1.6	39.6*
c1ccc2[nH]c(NCCN3CCOCC3)nc2c1	0.3	-11.0	-18.7	-22.7	-1.0[fluorescence artefact?]	0.1	11.5	0.9	-0.834

# (list continues)
structure	L929 necroptosis	MDM2 E3 inh	m-calpain inh	EBV gp42 inh	eIF4E-4G inh	PERK inhibitor	Rad51 HR inh	TNF death inh	KCC2 mod
O=C(Nc1cc([N+](=O)[O-])ccc1F)c1ccc2c(c1)OCCO2	10.3	7.0	-18.2	0.5	3.8	1.1	1.1	0.9	0.111
Cc1cccc(-n2cc[nH]c2=S)c1	0.6	-6.1	19.1	1.1	-13.2	-0.2	2.6	0.1	0.724
COC(=O)CN1C(=O)C(O)(CC(=O)c2ccccc2)c2ccccc21 (stereo unspecified)	1.0	-23.9	-2.2	5.2	3.9	1.3	-6.6	-1.4	0.469
COc1ccccc1NC(C)C(=O)N/N=C/c1cccs1 (stereo unspecified)	-0.5	-6.8	6.7	-19.7	0.8	-0.4	15.3	-0.9	-0.406
CCOC(=O)N1CCC(N2Cc3cccc(C(=O)NCc4ccc(C)cc4)c3C2=O)CC1	1.4	-9.3	-41.2	0.6	0.1	-0.3	-5.1	-0.2	-1.7
CC1CC(C(F)(F)F)n2ncnc2N1 (stereo unspecified)	1.5	-5.8	28.2	-5.4	1.1	1.1	11.7	-1.0	x
O=C(CCC(=O)c1ccc(Oc2ccccc2)cc1)Nc1cccc(Cl)c1	0.0	-16.0	17.7	2.7	6.2[fluorescence artefact?]	0.8	-19.6	1.1	-0.655
C=CCN(C(=O)Nc1ccccc1)C1CC(=O)N(c2ccc(OC)cc2)C1=O (stereo unspecified)	0.1	7.1	-19.5	-17.5	-2.7	-0.1	-3.7	-1.1	0.558
Fc1ccc(/C=N/NC2=Nc3cccc4cccc2c34)cc1	1.6	1.7	2.1	56.9*	3.0	-0.4	-8.7	0.2	-0.297
COC/C=C/C1=CC2=CC(=O)C(C)(OC(=O)c3cnc4ccccc4n3)C(=O)C2=CN1c1ccccc1 (stereo unspecified)	-1.4	7.1	-40.3	9.2	5.2	x	-2.4	-4.8	-1.01
O=C(Nc1ccc(F)cc1F)N1CCCC(c2nc(-c3ccc(F)cc3)no2)C1 (stereo unspecified)	-0.3	-17.2	3.9	10.8	-2.7	-0.5	18.4	0.7	-1.74
O=C(Cn1cc2c(n1)CCCCC2)Nc1c(F)c(F)cc(F)c1F	0.0	-12.7	-14.6	-18.4	-3.0[fluorescence artefact?]	1.2	-1.6	0.6	-0.307
O=C(O)c1ccccc1Nc1cccc(C(F)(F)F)c1	-1.1	x	-1.6	-5.7	3.2	2.0	-8.0	0.7	1.02
COC(=O)c1cc(C#N)c(N2CCN(C)CC2)nc1C	0.8	-11.4	4.3	-12.1	1.4	0.5	0.2	-0.4	0.621
COc1ccccc1NC(=O)CCSc1nnc(-c2ccc(O)cc2)o1	-0.8	1.6	25.2	16.2	-2.8	0.2	-1.0	-0.5	0.464
Cc1nccn1CC(=O)N/N=C/c1cccc(O)c1	0.1	-8.6	-2.8	-11.8	4.2[fluorescence artefact?]	0.2	-1.1	0.6	-0.571
COc1ccc(C2CC(c3ccccc3)=NN2C(=S)Nc2ccccc2)cc1 (stereo unspecified)	-0.2	-12.0	-3.6	-9.4	-8.4	-0.6	7.2	-0.5	0.694
CC(C)(C)n1cnc2cc(NS(=O)(=O)c3ccccc3)ccc21	0.1	2.4	0.1	-31.8	-9.6[fluorescence artefact?]	-0.8	11.2	1.1	x
O=c1[nH]nc(SCc2nc3ccccc3s2)n1C1CC1	4.8	-11.4	-30.2	-24.2	1.1	0.8	24.4	-0.8	1.13
O=C(c1cccc(S(=O)(=O)N2CCOCC2)c1)N1CCN(S(=O)(=O)c2cccs2)CC1	0.1	-1.2	8.9	-13.9	1.1	-0.1	0.5	0.6	-1.11
CCOC(=O)Cc1nnc(Nc2cccc(O)c2)c2ccccc12	1.5	-13.6	15.5	-3.4	-2.2	0.0	-7.6	0.4	-0.894
CCN(CC)c1nc(C#N)nc(N(CC)CC)n1	-0.8	-7.8	-31.7	-10.4	5.7	1.5	x	-1.7	0.0361
CCc1nnc(NC(=O)CSc2nnc(-c3cccnc3)n2C)s1	0.9	1.7	-2.9	-16.3	-2.6	0.6	0.1	0.2	-0.0986
CS(=O)(=O)N(Cc1ccccc1)c1ccc(C(=O)NC2CCCCC2O)cc1 (stereo unspecified)	1.0	-5.1	18.1	-10.4	-0.9	1.3	-7.6	0.1	x
COc1ccccc1N1C(=O)C2C3C=CC(C3)C2(C)C1=O (stereo unspecified)	0.9	0.0	-22.6	-6.1	-6.0	1.1	-1.0	0.5	-0.328

# (cont.)
structure	L929 necroptosis	MDM2 E3 inh	m-calpain inh	EBV gp42 inh	eIF4E-4G inh	PERK inhibitor	Rad51 HR inh	TNF death inh	KCC2 mod
Nc1nc(N2CCN(C(c3ccccc3)c3ccccc3)CC2)n[nH]1	0.6	-4.6	1.0	-0.6	-1.8	1.2	16.5	-0.3	0.217
COc1ccc(CNC(=S)N/N=C(\C)c2ccc(OC)cc2)cc1	-0.5	-2.9	-0.5	-0.1	-1.4	1.8	x	-0.2	1.98
CCCn1c(C(=O)OC)cc2c1ccn2-c1ccc(F)cc1	0.8	-11.7	-26.7	-20.7	-10.3	0.6	-12.7	-0.4	0.988
CCn1c(C)nc2cc(C(=O)NNS(=O)(=O)c3c(F)cc(F)c(Cl)c3F)ccc21	4.3	-6.4	-12.2	1.4	-0.4	1.1	-7.8	1.4	-1.4
COc1ccc(-c2onc(C)c2-c2cnn(-c3ccccc3)c2)c(O)c1C	-0.3	-12.3	19.1	-0.8	1.0	2.0	x	-0.4	-0.168
Cc1ccc(NC2=C/C(=N/S(=O)(=O)c3cccs3)c3ccccc3C2=O)cc1C	1.7	-3.6	50.1*	8.5	3.9[fluorescence artefact?]	0.2	x	-8.2	0.212
CCOc1ccc(N=C/C=C/c2ccccc2)c(O)c1	0.4	-18.9	25.1	0.3	-2.7	0.1	-8.6	-12.9	0.297
O=C(Nn1c(-c2ccc(Br)cc2)nc2ccccc2c1=O)c1ccncc1	-1.3	-10.8	37.8	2.3	-2.5	-0.4	-5.2	0.3	0.916
Cc1ccc(C(=O)N2N=C(c3ccccc3)CC2(O)C(F)(F)F)o1 (stereo unspecified)	1.1	5.3	-0.1	-4.8	-0.9	1.2	30.8	-0.7	1.58

# 2 entries from above, with values under each structure.
# Every second line gives: L929 necroptosis	MDM2 E3 inh	m-calpain inh	EBV gp42 inh	eIF4E-4G inh	PERK inhibitor	Rad51 HR inh	TNF death inh	KCC2 mod
> Nc1nc(N2CCN(C(c3ccccc3)c3ccccc3)CC2)n[nH]1
    0.6	-4.6	1.0	-0.6	-1.8	1.2	16.5	-0.3	0.217
> COc1ccc(CNC(=S)N/N=C(\C)c2ccc(OC)cc2)cc1
    -0.5	-2.9	-0.5	-0.1	-1.4	1.8	x	-0.2	1.98
